# Screening data: PubChem, National Center for Advancing Translational Sciences (NCATS)
# TRHR enhancer: allosterically enhances the human TRH receptor; P34981; TRHR cells, fluo-8 calcium fluorescence, EC20 TRH enhancement; enhancement, % at 2 µM; hit rate 0.66% among 360,000; AID 493056; in the data active = enhancement above about 30%; note: 0% is about no effect
#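 Enhancer read-out: after compound pinning and an initial kinetic agonist-mode read, an EC20 of TRH (10 nM final) was injected and fluo-8 calcium signal (Ex 480/Em 530) followed at 1 s/cycle for 100 cycles in TRHR-expressing cells.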
# D1 PAM: human D1 dopamine receptor positive modulation. P21728. HEK293 TREx D1 cells, calcium flux, dopamine EC20 potentiation. potentiation, % at 10 µM. hit rate 0.036% among 360,000. AID 504651; in the data active = potentiation above about 30%; note: 0% is about no effect
# Target sequence (P21728 whole entry, looked up): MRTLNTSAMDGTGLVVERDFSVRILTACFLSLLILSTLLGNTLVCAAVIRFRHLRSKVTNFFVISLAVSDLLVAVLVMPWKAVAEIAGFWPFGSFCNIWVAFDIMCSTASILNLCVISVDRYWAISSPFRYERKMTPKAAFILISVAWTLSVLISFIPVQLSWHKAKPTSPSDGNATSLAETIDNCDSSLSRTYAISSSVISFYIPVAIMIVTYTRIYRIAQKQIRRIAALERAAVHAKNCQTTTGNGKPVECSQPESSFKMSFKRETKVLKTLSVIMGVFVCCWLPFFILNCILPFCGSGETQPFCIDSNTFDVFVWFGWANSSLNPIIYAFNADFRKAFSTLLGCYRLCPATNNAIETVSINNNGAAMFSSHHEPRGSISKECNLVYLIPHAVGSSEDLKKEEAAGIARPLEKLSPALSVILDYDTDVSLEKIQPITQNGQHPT
# D2 antag: antagonizes the human D2 dopamine receptor; AID 485344; hit rate 2% among 340,000; HEK293 TREx D2 cells, calcium flux, dopamine EC80; inhibition, % at 10 µM; P14416; in the data active = inhibition above about 30%; note: 0% is about no effect
# Target sequence (P14416 whole entry, looked up): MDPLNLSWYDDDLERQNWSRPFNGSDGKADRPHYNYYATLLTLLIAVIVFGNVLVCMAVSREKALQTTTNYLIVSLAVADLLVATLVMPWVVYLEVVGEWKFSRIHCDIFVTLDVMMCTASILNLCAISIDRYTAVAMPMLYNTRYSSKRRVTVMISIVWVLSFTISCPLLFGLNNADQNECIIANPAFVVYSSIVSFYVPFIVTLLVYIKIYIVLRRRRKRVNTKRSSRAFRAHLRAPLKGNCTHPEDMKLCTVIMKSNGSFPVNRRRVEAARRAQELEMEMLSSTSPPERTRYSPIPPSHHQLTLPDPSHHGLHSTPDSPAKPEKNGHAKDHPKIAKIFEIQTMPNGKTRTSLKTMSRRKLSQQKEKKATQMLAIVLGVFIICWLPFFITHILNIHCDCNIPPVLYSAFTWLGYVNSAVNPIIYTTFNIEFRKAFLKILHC
#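 Compounds are added to dye-loaded, induced HEK293 T-REx cells coupled to calcium release via D2; after a 3 min kinetic read an EC80 dopamine stimulus is given and fluorescence is recorded for 3 more min.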
# RXFP1 antag: antagonists of human relaxin receptor RXFP1. hit rate 0.59% among 350,000. activity change, negative = inhibition, % at 57.5 µM. HEK293-RXFP1, relaxin-stimulated cAMP HTRF, 30 min; stronger effect = lower value. AID 1259400;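 active = activity change of -60% or lower, but not beyond a set lower limit; inconclusive = change between -60% and -40%, or beyond the set limit; inactive = change above -40%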; note: % is set by controls: 0 for no effect and ±100 for the full control effect
# D1 antagonist: human D1 dopamine receptor antagonism; HEK293 TREx D1 cells, calcium flux, dopamine EC80; stronger effect = lower value; activity change, negative = inhibition, % at 10 µM; hit rate 3.2% among 360,000; in the data active = activity change below about -30%; note: % is set by controls: 0 for no effect and ±100 for the full control effect
#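 Allosteric or orthosteric antagonism assessed as attenuation of the calcium response to EC80 dopamine, added 180 s after compound, in induced HEK293 Trex D1 cells loaded with no-wash calcium dye.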
# D1 agonist: human D1 receptor agonism. P21728. activation, % at 2 µM. hit rate 1% among 360,000. HEK293 T-REx D1 cells, calcium flux, agonist mode. AID 504660; note: 0% is about no effect
#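 Inducible HEK293 T-REx D1 cells, force-coupled to calcium signalling, were plated at 4000 cells/well with tetracycline and held overnight at 30 C. After no-wash calcium dye loading, compound-evoked calcium rise over 180 s flagged agonists.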
# D2 potentiator: positively modulates the human D2 dopamine receptor allosterically; P14416; AID 485347; hit rate 0.34% among 340,000; potentiation, % at 10 µM; HEK293 T-REx D2, calcium flux, EC20 dopamine potentiation;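 active = potentiation over 3 SD above the plate norm, cut at about 30% in these data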; note: 0% is about no effect
#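 Potentiation of an EC20 dopamine calcium response is measured in a force-coupled, tetracycline-inducible Hek293 Trex D2 line. Compound-only kinetic reads over 180 s flag agonists before dopamine addition.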
# D2 ag: agonists of human D2 dopamine receptor | P14416 | HEK293 T-REx D2 cells, calcium flux agonist mode | activation, % at 2 µM | hit rate 0.53% among 340,000;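 active = activation over 3 SD above normal in the single-dose calcium agonist read, cut at about 30% in these data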; note: 0% is about no effect
#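 Agonism is scored from calcium flux in a force-coupled, inducible HEK293 cell line expressing D2, read kinetically for 180 s after compound addition against dopamine controls.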
# TRHR ag: TRH receptor (human) agonism. P34981. activation, % at 2 µM. hit rate 0.18% among 360,000. TRHR cells, calcium flux fluo-8, FDSS agonist mode; note: 0% is about no effect
#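 TRHR-expressing cells loaded with fluo-8 calcium dye; 23 nL library compound pin-transferred, kinetic FDSS fluorescence (Ex 480/Em 530) recorded about 180 s for agonist-induced calcium release, before a 10 nM TRH EC20 addition for potentiator mode.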
# Numbers without * were called inactive; ? = inconclusive; · = no result given. Cut-off read from the data, not from the text of the source, unless noted: active = activation above about 30%; inactive = the rest. Rows are unselected (roughly 7.1% active in at least one column).
SMILES,TRHR enhancer,D1 PAM,D2 antag,RXFP1 antag,D1 antagonist,D1 agonist,D2 potentiator,D2 ag,TRHR ag
CCOc1ccc(C(=O)c2oc3ccccc3c2NC(=O)c2cc(=O)c3ccc(C)cc3o2)cc1,-8.6,-1.6,·,-7.6,7.8,2.4,7.9,-1.0,-0.6
COc1ccc(N(C(C)C(=O)NCCSCc2cccc(Cl)c2)S(C)(=O)=O)cc1 (stereo not drawn),3.8,-9.7,5.8,9.7,-7.2,2.7,4.4,-0.2,-0.5
COC(=O)c1ccc(N2CCOCC2)c(NC(=O)c2ccco2)c1,0.9,0.8,0.3,-11.1,5.1,4.2,11.8,-1.8,-1.8
CC(C)(C)NC(=O)c1cccc(NC(=O)c2ccc(NC(=O)c3ccco3)cc2)c1,-1.2,5.0,0.9,-16.5,-2.4,2.3,3.6,0.6,0.1
N#Cc1c(-n2ncnc2-c2ccc(F)cc2)sc2c1CCCCC2,2.8,-0.2,·,-1.5,-0.5,-1.8,-4.3,6.4,-1.2
CCc1ccc2nc(SCC(=O)Nc3ccccc3N3CCOCC3)c(C#N)cc2c1,3.4,-3.1,3.8,-0.9,4.3,12.5,-7.9,2.0,3.9
C=CCNC(=S)NNC(=O)c1ccc(=O)n(Cc2ccccc2)c1,-4.8,-6.5,-11.9,-7.2,-3.2,1.6,3.2,1.1,0.3
COc1ccccc1C1C(C#N)=C(N)N(c2cccnc2)C2=C1C(=O)CC(C)(C)C2 (stereo not drawn),2.0,-2.2,1.2,-12.7,5.9,-0.1,8.1,0.3,-0.1
CCOC(=O)CNC(=O)C1CCC(CNS(=O)(=O)c2cccc3nsnc23)CC1 (stereo not drawn),1.6,-1.9,-1.1,8.4,-0.5,4.5,6.9,0.0,0.3
COc1cccc(C(=O)Nc2ccccc2C(=O)N2CCCC2)c1,10.1,-1.9,4.0,-8.8,-5.2,1.4,28.1,0.4,-0.8
CC1CN(C(=O)c2ccc(COCC(F)(F)F)o2)CC(C)O1 (stereo not drawn),-4.2,-5.0,-14.6,17.2,2.7,1.0,-0.9,-0.3,0.1
O=C(COC(=O)CNC(=O)c1ccc(Cl)cc1Cl)Nc1ccc(N2CCOCC2)cc1,-6.1,-6.9,0.9,-7.4,-11.3,2.0,1.9,-0.1,-0.2
O=C(Cn1nc2c(cc1=O)CCCC2)NCc1ccc(Cl)cc1,1.2,-2.8,·,7.6,5.5,0.3,10.4,-0.3,0.0
CCOc1ccccc1NC(=S)NC1CC2CCC1C2 (stereo not drawn),8.4,-1.4,·,-4.8,0.9,4.4,·,·,-0.6
O=C(NC1CC1)c1ccc(Cl)c(S(=O)(=O)N2CCOCC2)c1,-2.2,-2.2,10.9,-2.2,-3.2,1.8,-13.8,0.2,0.3
Cc1cc(C)cc(NC(=O)CSc2nc3[nH]ncc3c(=O)[nH]2)c1,-6.6,-14.1,21.5,3.9,16.2,0.3,2.4,-1.2,0.2
O=C(COc1ccccc1Br)N1CCN(c2ccccc2)CC1,7.4,-4.2,20.7,-1.0,-10.5,3.8,18.9,-1.3,-0.5
CCc1c(C)c(C#N)c2nc3ccccc3n2c1-n1nc(C)cc1C,0.7,1.3,-23.5,-13.7,5.1,-0.5,1.8,-0.1,-0.4
CC(C)NC(=O)Cn1cc(C(=O)COc2ccccc2)c2ccccc21,-5.8,-2.4,-6.5,-10.7,-5.5,13.6,11.4,-0.1,0.3
CN(C)C1=NCCN1CCCC1CCCC1,2.0,-4.7,2.3,·,-5.9,2.8,9.1,-0.6,0.3
O=C(Nc1cccc(Cl)c1)c1ccccc1NC(=O)C1CCCCC1C(=O)O (stereo not drawn),-3.2,2.4,2.3,-6.7,5.6,3.4,9.5,0.5,0.2
CC1CCCCN1C(=O)Cn1cnc2cc([N+](=O)[O-])ccc2c1=O (stereo not drawn),0.5,-5.2,-15.6,4.3,-15.9,1.5,-2.1,1.6,0.5
O=C(COc1ccc(Cl)cc1Cl)N1CCCCCC1,-2.1,-2.4,-0.2,7.2,4.5,1.0,2.8,-0.9,-0.8
COc1ccc(OC)c(C2CC(=O)Nc3c2c(=O)[nH]c2nc4ccccc4n32)c1 (stereo not drawn),4.0,0.8,·,·,-3.1,0.4,10.3,-0.2,-1.1
COc1ccc(Br)cc1S(=O)(=O)N1CCN=C1c1ccccc1,-5.1,-4.8,-8.2,2.4,-23.8,4.4,7.3,-0.5,-0.2
CC(NC(=O)Nc1ccc(Cl)c(Cl)c1)C(c1ccccc1)N1CCOCC1 (stereo not drawn),9.0,9.3,14.5,-10.7,40.9,157.9*,-4.4,-1.7,-2.2
FC(F)Oc1ccc(/C=N/NC(=S)Nc2cc(C(F)(F)F)ccc2Cl)cc1,6.4,-2.1,-2.9,?,-10.0,6.1,1.3,0.5,0.7
CCSc1ncc(C#N)c(N)n1,0.7,-0.5,1.1,2.6,0.4,-1.3,4.4,0.2,-0.2
CCN(CC)S(=O)(=O)c1cccc(C(=O)N2CCCCC2)c1,-1.3,-5.7,4.1,-9.4,3.9,3.2,4.0,0.0,0.6
CCN(CC)CCNC(=O)c1c(O)c2cc(OC)c(OC)cc2[nH]c1=O,2.6,-9.5,4.9,0.3,8.9,-2.1,-11.2,-0.1,0.0
O=C(Nc1ccc2nn(-c3ccccc3)nc2c1)c1ccc(-c2cccc(Cl)c2)o1,4.2,0.3,·,-19.2,-1.4,17.0,-3.0,-0.6,-0.7
CCOCCCn1c(SCC(=O)NC(C)C)nc2ccccc2c1=O,0.1,1.5,9.0,15.4,2.7,0.3,0.6,0.2,0.3
Cc1ccc(CC(NC(=O)c2ccccc2)C(=O)NCC(=O)O)cc1 (stereo not drawn),35.4*,5.0,10.6,-12.6,-1.5,-0.1,3.3,-0.6,0.4
O=S(=O)(c1ccc(N2CCC(c3ccc(Cl)cc3)=N2)cc1)N(CCO)CCO,-2.5,27.8,·,0.0,60.1,121.5*,·,·,-0.1
CN1C(=O)C(C)(C)c2cc(S(=O)(=O)N3CCN(c4ccccc4)CC3)ccc21,-1.2,-1.6,-7.8,-18.4,-39.8*,3.7,-2.4,2.0,-0.9
Cc1ccc(-c2ccc(C(=O)O)c(C)n2)cc1,4.9,1.3,-7.7,-9.3,13.0,1.0,5.4,0.7,0.3
O=C(/C=C/c1ccccc1)Nc1scc(-c2ccccc2)c1C(=O)O,-5.1,3.2,9.5,-1.6,6.0,0.8,-0.2,0.0,-0.1
CCOC(=O)c1c(CN(C)C)n(-c2ccc(C)cc2)c2cc(Br)c(O)cc12,-3.3,-1.3,-1.2,·,8.2,4.6,13.4,-0.2,0.0
S=C(NCC1CCCO1)N1CCN(Cc2ccccc2Cl)CC1 (stereo not drawn),-1.5,2.5,-0.7,-3.5,3.3,5.7,1.8,1.1,-0.1
O=C1CCN(C(=S)NCCc2ccccc2)CC1,-6.9,-5.2,7.6,-14.1,-9.5,0.6,8.9,1.2,0.4
COc1ccc(OCCCC(=O)ON=C(N)c2ccccc2Cl)cc1,-4.6,7.8,7.8,-4.6,5.1,0.4,-3.2,-0.1,-0.5
Cc1cc(C)cc(N=Cc2ccc([N+](=O)[O-])s2)c1,2.3,1.1,·,4.5,-1.8,2.5,·,·,-0.2
O=C1NC(c2ccccc2)=NC1(NS(=O)(=O)c1ccccc1)C(F)(F)F (stereo not drawn),-4.1,-0.4,-6.6,1.3,-2.9,2.1,-6.0,0.4,0.3
CCN=C1S/C(=C\c2cc(Br)ccc2OCC(=O)OCC)C(=O)N1CC,0.0,-0.6,·,-14.8,41.4,7.0,·,·,0.0
C/C(CC(=O)Nc1ccc(N(C)C)cc1)=N\NC(=O)c1ccccc1F,-13.8,-3.1,-0.8,-7.0,3.9,10.5,6.5,-0.9,0.6
CCc1ccc(NC(=O)Cn2cc([N+](=O)[O-])nc2C)cc1,-8.8,-5.3,-0.1,-6.1,-9.1,4.1,4.6,-0.5,-0.5
CCOCCCN1C(=O)c2[nH]nc(-c3ccccc3O)c2C1c1ccc(CC)cc1 (stereo not drawn),2.7,10.1,·,-37.4,3.9,-0.9,16.7,0.3,0.3
Cc1ccc(NC(=O)CSc2nccn2C2CCCC2)cc1,-4.0,-2.1,·,-3.4,1.4,2.4,-9.2,-0.6,-0.9

# Part of the list above, reformatted:
Molecule | TRHR enhancer | D1 PAM | D2 antag | RXFP1 antag | D1 antagonist | D1 agonist | D2 potentiator | D2 ag | TRHR ag
O=C1CCN(C(=S)NCCc2ccccc2)CC1 | -6.9 | -5.2 | 7.6 | -14.1 | -9.5 | 0.6 | 8.9 | 1.2 | 0.4
COc1ccc(OCCCC(=O)ON=C(N)c2ccccc2Cl)cc1 | -4.6 | 7.8 | 7.8 | -4.6 | 5.1 | 0.4 | -3.2 | -0.1 | -0.5
Cc1cc(C)cc(N=Cc2ccc([N+](=O)[O-])s2)c1 | 2.3 | 1.1 | · | 4.5 | -1.8 | 2.5 | · | · | -0.2
O=C1NC(c2ccccc2)=NC1(NS(=O)(=O)c1ccccc1)C(F)(F)F (stereo not drawn) | -4.1 | -0.4 | -6.6 | 1.3 | -2.9 | 2.1 | -6.0 | 0.4 | 0.3
CCN=C1S/C(=C\c2cc(Br)ccc2OCC(=O)OCC)C(=O)N1CC | 0.0 | -0.6 | · | -14.8 | 41.4 | 7.0 | · | · | 0.0
C/C(CC(=O)Nc1ccc(N(C)C)cc1)=N\NC(=O)c1ccccc1F | -13.8 | -3.1 | -0.8 | -7.0 | 3.9 | 10.5 | 6.5 | -0.9 | 0.6
CCc1ccc(NC(=O)Cn2cc([N+](=O)[O-])nc2C)cc1 | -8.8 | -5.3 | -0.1 | -6.1 | -9.1 | 4.1 | 4.6 | -0.5 | -0.5
CCOCCCN1C(=O)c2[nH]nc(-c3ccccc3O)c2C1c1ccc(CC)cc1 (stereo not drawn) | 2.7 | 10.1 | · | -37.4 | 3.9 | -0.9 | 16.7 | 0.3 | 0.3
Cc1ccc(NC(=O)CSc2nccn2C2CCCC2)cc1 | -4.0 | -2.1 | · | -3.4 | 1.4 | 2.4 | -9.2 | -0.6 | -0.9

# (continued)
SMILES,TRHR enhancer,D1 PAM,D2 antag,RXFP1 antag,D1 antagonist,D1 agonist,D2 potentiator,D2 ag,TRHR ag
O=C(COC(=O)Cc1ccc(Cl)cc1Cl)Nc1ccccc1OC(F)F,-0.9,-4.0,·,-11.3,1.1,8.0,·,·,0.0
COc1ccc(CCC(=O)NC2CCC(C)CC2)cc1 (stereo not drawn),-9.3,-2.8,-11.3,0.8,-11.1,1.3,-13.7,-0.3,-0.1
CC(=O)Nc1ccc(Oc2cc(NC(C)=O)cc([N+](=O)[O-])c2)cc1,-3.6,-3.5,12.4,7.1,8.9,-0.7,1.8,0.5,1.3
Cc1ccc(C(=O)C(C)OC(=O)C2CC(=O)N(C3CCCCC3)C2)cc1 (stereo not drawn),0.9,-1.2,7.0,0.1,0.1,5.0,16.8,1.2,-0.5
CCOC(=O)C1=C(CSc2nc(C)ccc2C#N)OC(N)=C(C#N)C1c1cccc(OC)c1OC (stereo not drawn),-4.7,-7.4,19.4,-6.1,-70.1*,6.2,6.8,1.6,2.2
Cc1ccc(NC(=O)NC(=O)c2cnccc2C(F)(F)F)c(C)c1,3.7,0.2,0.1,8.8,12.0,2.5,-3.6,1.4,0.3
